# Bioassay records from PubChem.
# Giardia killer – Small Molecules that selectively kill Giardia lamblia: qHTS. Giardia lamblia trophozoite viability. activity change, % at 7.66 µM, hits read low. 0.15% of 340,000 active. AID 540267, 2011; in the data active = activity change below about -80%; inconclusive = between about -30% and that limit;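 also: parasites exposed to compound for two days anaerobically before the ATP read; % is scaled to controls: 0 for no effect and ±100 for the full control effect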
#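 Killing of trophozoites was scored by loss of ATP luminescence after a 48 hrs anaerobic exposure to compounds at 37 deg C, using 100 cells per well.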
# Coupling enz – qHTS Assay for Inhibitors of Fructose-1,6-bisphosphate Aldolase from Giardia Lamblia: Coupling assay counterscreen; AID 2472, 2010; activity change, negative = inhibition, % at 58.2 µM, hits read low; coupling enzyme system counterscreen, AmpLite Red fluorescence; 0.67% of 290,000 active; in the data active = activity change below about -30%; also: % is scaled to controls: 0 for no effect and ±100 for the full control effect
#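 Counterscreen of the coupled detection system alone, without aldolase: glyceraldehyde-3-phosphate coupling enzymes plus AmpLite Red readout. Compounds at 57.5 uM final, 10 min RT preincubation, 20 min RT reaction, fluorescence 525/598 nm.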
# GALK inh – qHTS Assay for Inhibitors of Human Galactokinase (GALK); Purified GALK, Kinase-Glo residual ATP luminescence; Potency, µM (series often up to 57.5 µM), for the others: at the highest dose activity change, negative = inhibition, actives largely listed as inhibitors; 0.007% of 270,000 active; also: potency is read from the fitted curve at half-maximal effect; % is scaled to controls: 0 for no effect and ±100 for the full control effect
#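 Quantitative HTS: GALK 5 nM, ATP 35 uM, galactose 100 uM, 1 h room temperature, then luciferase-based ATP detection.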
# a7 integrin act – qHTS for Activators of Integrin-Mediated Alleviation for Muscular Dystrophy. alpha7betagal myoblasts, beta-gal FDG fluorescence, 48 h. Potency, µM (series often up to 38.3 µM), inactives show top-dose activation, most hits filed as activators. 0.064% of 350,000 active;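 also: potency is read from the fitted curve at half-maximal effect; 100% = response of the positive control SU9516; nearly all actives have a fitted effect of over 60% in size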
#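 Alpha7betagal+/- myoblasts (passage 13) were plated 16-24 hr, then exposed to compounds (1:260 dilution of DMSO stock) for 48 hours at 37C. After MPER lysis, β-galactosidase reporter activity was read as FDG fluorescence (ex 480/em 540) after 30 minutes.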
# Tb PFK block – qHTS Assay to Find Inhibitors of T. brucei phosphofructokinase | 0.17% of 330,000 active | Potency, µM (top dose mostly 57.5 µM), for the others: top-dose activity, negative = inhibition, usual class: inhibitors | T. brucei PFK, ADP-Glo luminescence;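 also: potency is read from the fitted curve at half-maximal effect; 0% = uninhibited 1x PFK enzyme wells and -100% = no-enzyme wells; nearly all actives have a fitted effect of over 60% in size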
# Target sequence (O15648 whole entry, looked up): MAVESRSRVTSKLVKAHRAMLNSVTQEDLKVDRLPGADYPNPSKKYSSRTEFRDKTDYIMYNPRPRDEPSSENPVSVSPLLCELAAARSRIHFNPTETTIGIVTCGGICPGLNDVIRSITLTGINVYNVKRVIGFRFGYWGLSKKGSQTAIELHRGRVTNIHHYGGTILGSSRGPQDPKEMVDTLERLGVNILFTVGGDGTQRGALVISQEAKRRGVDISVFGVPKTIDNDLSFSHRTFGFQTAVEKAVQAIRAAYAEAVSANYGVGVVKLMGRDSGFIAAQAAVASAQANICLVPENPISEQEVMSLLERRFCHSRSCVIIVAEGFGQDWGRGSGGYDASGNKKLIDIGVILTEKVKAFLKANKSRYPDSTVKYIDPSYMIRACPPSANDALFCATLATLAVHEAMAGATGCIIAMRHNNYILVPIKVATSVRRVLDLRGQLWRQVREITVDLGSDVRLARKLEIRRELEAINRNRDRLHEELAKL
#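 Luminescent ADP detection (ADP-Glo, two-step: ATP depletion then ADP-to-ATP conversion for luciferase) reported PFK activity after 45 min room-temperature reaction of 1.25 nM enzyme with 0.5 mM F6P and 0.1 mM ATP at pH 8.0.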
# TSG101-PTAP inh – qHTS Assay for Iinhibitors of HIV-1 Budding by Blocking the Interaction of PTAP/TSG101 | Tumor susceptibility gene 101 protein (Homo sapiens), Q99816 | Fluorescence polarization, FITC-PTAP peptide / Tsg101 binding | Potency, µM (highest dose often 115 µM), for inactives: at the highest dose activity change, negative = inhibition, hits mostly inhibitors | 340,000 tested, under 10 active; active = well fitted inhibition curve with a large enough effect in the main read-out, with a control signal flat, not every such curve was filed as active; inconclusive = small, poorly fitted or top-dose-only effect, or effect the other way, or a change in a side signal; inactive = no such curve, though single readings can be large or run the other way; also: potency is read from the fitted curve at half-maximal effect; % of control where 0% means no effect
#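 Tsg101 binding domain (10 uM final) was mixed with compound and a FITC-labeled PTAP peptide (50 nM final) in HEPES pH 7.5 buffer with NaCl, Tween 20, EDTA and TCEP; fluorescence polarization was read after 20 min at r.t.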
# B2AR arrestin – qHTS assay of beta-arrestin-biased ligands of beta2-adrenergic receptor; Beta-2 adrenergic receptor (Homo sapiens), P07550; beta-arrestin recruitment to beta2AR, cell-based reporter; Potency, µM (series often up to 46.1 µM), inactives show at the highest dose activation, hits mostly activators; 0.02% of 330,000 active;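 also: potency is read from the fitted curve at half-maximal effect; 0% = DMSO controls and full agonism = EC100 isoproterenol or metaproterenol; nearly all actives have a fitted effect of over 65% in size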
# Target sequence (P07550 whole entry, looked up): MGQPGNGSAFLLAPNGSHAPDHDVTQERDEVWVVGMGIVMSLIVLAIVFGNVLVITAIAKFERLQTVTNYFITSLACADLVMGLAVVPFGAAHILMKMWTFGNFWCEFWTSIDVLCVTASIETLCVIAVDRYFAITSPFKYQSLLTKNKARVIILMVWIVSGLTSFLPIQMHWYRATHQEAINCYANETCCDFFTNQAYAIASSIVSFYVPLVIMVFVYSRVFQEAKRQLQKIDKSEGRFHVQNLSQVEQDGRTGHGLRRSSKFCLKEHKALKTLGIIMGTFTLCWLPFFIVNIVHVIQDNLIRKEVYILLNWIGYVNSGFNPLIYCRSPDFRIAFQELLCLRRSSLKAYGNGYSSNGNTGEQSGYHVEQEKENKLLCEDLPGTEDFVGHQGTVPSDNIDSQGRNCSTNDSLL
# Menin MLL FP TR – qHTS Assay for Inhibitors Targeting the Menin-MLL Interaction in MLL Related Leukemias: Competition With Texas Red Labeled MLL-derived Mutant Peptide; 0.23% of 270,000 active; O00255; Potency, µM (top dose mostly 61.6 µM), for the others: at the highest dose FP activity change, negative = inhibition, actives largely listed as inhibitors; Menin + Texas Red MLL mutant peptide, fluorescence polarization; active = well fitted inhibition curve with a large enough effect in the polarisation, with a control signal flat, not every such curve was filed as active; inconclusive = small, poorly fitted or top-dose-only effect, or effect the other way, or a change in a side signal; inactive = no such curve, though single readings can be large or run the other way; the % refers to the polarisation; also: potency is read from the fitted curve at half-maximal effect; % of control where 0% means no effect; many of its hits are not listed in these tables
# PKM2 activator – qHTS Assay for Activators of Human Muscle isoform 2 Pyruvate Kinase; Pyruvate kinase PKM (Homo sapiens), P14618; purified PKM2, Kinase-Glo ATP luminescence, activation; response scale: 0% is enzyme alone, no compound; 0.34% of 260,000 active; Potency, µM (highest dose often 57.5 µM), for the others: at the top dose activation, actives largely listed as activators; AID 1631, 2009; also: potency is read from the fitted curve at half-maximal effect; % is scaled to controls: 0 for no effect and ±100 for the full control effect; nearly all actives have a fitted effect of over 55% in size
#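 Purified hPK-M2 (>95%) run at intermediate activity with 0.1 mM ADP and 0.5 mM PEP in 50 mM imidazole pH 7.2, KCl, MgCl2; 1 h room temperature. ATP formed read by Kinase-Glo luminescence; normalized to uninhibited and no-enzyme controls.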
# S-ASM inh – Inhibitors of Secretory Acid Sphingomyelinase (S-ASM): qHTS; Sphingomyelin phosphodiesterase (Homo sapiens), P17405; placental ASM, HMU-PC fluorogenic substrate, 60 min; Potency, µM (series often up to 57.5 µM), for the others: at the highest dose activity change, negative = inhibition, most hits filed as inhibitors; 0.006% of 340,000 active; AID 504937, 2011; also: potency is read from the fitted curve at half-maximal effect
#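 Human placenta-derived ASM enzyme was preincubated with compound for 10 minutes at room temperature, then given fluorogenic substrate HMU-PC0 (9 uM final) for 60 minutes at 37 °C; a pH 10 stop preceded fluorescence reading at Ex 386/Em 447 nm.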
# BCR signal inh – qHTS Assay to Find Inhibitors of Chronic Active B-Cell Receptor Signaling; ABC-DLBCL IkBa-CBG/CBR reporter, luminescence ratio, 4 h; Potency, µM (top dose mostly 46.1 µM), inactives show at the highest dose ratio change, negative = lower green/red ratio, most hits filed as inhibitors; 0.05% of 340,000 active; active = well fitted inhibition curve with a large enough effect in the signal ratio, with a control signal flat, not every such curve was filed as active; inconclusive = small, poorly fitted or top-dose-only effect, or effect the other way, or a change in a side signal; the % refers to the signal ratio;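 also: potency is read from the fitted curve at half-maximal effect; plate controls were basal doxycycline-induced cells for no effect and cells given 10 µM MG132 for full effect; MG132 reads +100%, hits lower the ratio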
#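 Cell line TMD8 (human ABC DLBCL), stably expressing tet-inducible CBG68-IkBa fusion and CBR; IMDM/0.5% FBS; cpd up to 46 uM; dox induction, 4 h, 37C/5% CO2; dual luminescence; green/red ratio; MG132 control.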
# The depositor's hits bear a star; ? = inconclusive; . = no result given; & = joins results of further samples; [ ] = remark or other dose. Unless noted, calls follow the shape of the dose curve; as a rule, active = well fitted curve in the direction sought with a large enough effect; inconclusive = small, poorly fitted or top-dose-only effect, or another doubt; inactive = no such curve, though single readings can be large; an effect the other way counts as inactive or inconclusive.
# Every second line gives: Giardia killer	Coupling enz	GALK inh	a7 integrin act	Tb PFK block	TSG101-PTAP inh	B2AR arrestin	Menin MLL FP TR	PKM2 activator	S-ASM inh	BCR signal inh
> COP(=O)(OC)C1(Nc2ccc(C)cc2)CCCCC1
    4	-1	3%	-10%	2%	-5%	0.0%	5%	-4%	1%	17%
> Cc1nn(-c2ccccc2)c2c1CC1(C(=O)N(C)C(=O)N(C)C1=O)C1CCCCN21 (centres undefined)
    -11	-1	1%	-14%	-7%	-1%	-0.7%	-7%	0%	2%	-1%
> COC(=O)[C@@H](c1ccccc1)C1CCCCN1 (some centres undefined)
    13	.	.	.	7%	0%	-2.0%	.	.	5%	1%
> COc1cccc(C(=O)C2CCCN(C3CCOCC3)C2)c1 (centres undefined)
    14	-2	0%	5%	0%	-7%	0.1%	2%	1%	-1%	-2%
> Cc1ccccc1CN1CCN(Cc2ccccc2)CC1
    13	4	5%	-1%	-5%	-8%	-0.1%	-11%	-10%	-4%	-28%
> c1ccc2c3c(ccc2c1)OCC1CONC31 (centres undefined)
    3	0	1%	15%	-1%	0%	-1.0%	-3%	5%	2%	-16%
> CC1=CC(C)C(COC(N)=O)(COC(N)=O)C(C)C1 (centres undefined)
    1	4	-3%	-18%	-1%	-3%	-0.3%	2%	-3%	-1%	?
> COC(=O)c1ccc(COC(=O)c2nn(C)c(=O)c3ccccc23)cc1
    -1	2	2%	?	-13%	-7%	0.4%	-9%	-1%	-11%	-4%
> COc1cc2c3c(c1OC)-c1cc(O)ccc1CC3NCC2 (centres undefined)
    -5	2	-1%	14%	-10%	-1%	0.2%	19%	2%	4%	?
> CCCC12CN3CC(CCC)(CN(C1)C3c1ccccn1)C2=O (centres undefined)
    -3	3	-2%	2%	8%	-3%	-0.1%	-1%	2%	3%	0%
> CCCC(C)C1(CC)C(=O)NC(=Nc2ccccc2)NC1=O (centres undefined)
    8	0	2%	19%	1%	-6%	-0.5%	-10%	-8%	-6%	13%
> OC1(c2ccc(F)cc2)CC2CCC(C1)N2Cc1nnnn1C1CCCC1 (centres undefined)
    -14	2	7%	21%	0%	-10%	0.4%	-18%	0%	4%	-1%
> CN(C)CCN(CC1CCCN(Cc2ccccc2F)C1)C(=O)Cc1ccc(F)c(F)c1 (centres undefined)
    -22	2	5%	-57%[inhibitor]	-5%	-6%	2.3%	?	1%	4%	-2%
> Cc1cc(O)c(CN2CC=C(c3ccccc3)CC2)cc1C(C)C
    12	1	5%	?	3%	-12%	-0.2%	-10%	.	-3%	-6%
> O=C1CCCC2=C1C(c1cccnc1)Nc1ccccc1N2 (centres undefined)
    24	0	-1%	15%	1%	-5%	-0.5%	1%	-5%	-1%	-3%
> O=C(/C=C/C=C/c1ccccc1)CC1(O)C(=O)Nc2ccccc21 (centres undefined)
    -10	2	1%	-12%	-7%	3%	-0.7%	-12%	10%	1%	?
> COC(=O)C1=C(c2ccc(OC)c(OC)c2)C[C@@H]2CC[C@H]1N2C(=O)N1CCC(O)CC1
    -3	.	.	-25%	2%	0%	0.2%	.	.	8%	-6%
> COC(=O)C1=C(c2ccc(F)cc2OCc2ccccc2)C[C@@H]2CC[C@H]1N2C(=O)NCc1ccc(Cl)cc1
    -8	.	.	-12%	0%	-2%	0.1%	.	.	-4%	?
> COc1ccc(C(O)c2cc(OC)ccc2OP(=O)(N(C)C)N(C)C)cc1 (centres undefined)
    8	3	1%	15%	-5%	-9%	-4.1%	5%	4%	-3%	2%
> Nc1ccccc1C(=O)OCC(=O)N1CCc2ccccc21
    2	0	-2%	-13%	5%	-3%	-0.2%	5%	2%	97%[activator]	?
> O=C(Cc1ccc(N(CCCl)CCCl)cc1)NC(Cc1ccc(Cl)cc1)C(=O)O (centres undefined)
    4	2	-4%	12%	-1%	-5%	-0.3%	22%	0%[11.5 µM]	-13%	0%
> Cc1ccccc1OCCN=Cc1c(O)n(C)c(=O)n(C)c1=O
    -5	.	-3%	-26%	3%	-2%	-0.3%	24%	0%	-1%	?
> COc1cc(-c2ccc(N)c(OC)c2)ccc1N
    13	.	.	.	1%	0%	0.2%	.	.	-4%	-6%
> COc1ccc(-n2c(/C=C3/C(=O)Nc4ccccc43)nc3ccccc3c2=O)cc1
    0	2	0%	-40%	-3%	-6%	-0.1%	-4%	-4%	0%	-9%
> C[C@@H]1CC2(CCCC[N+]2(C)C)C[C@H]1C
    -5	7	0%	-14%	2%	-3%	-0.5%	-9%	-1%	6%	-2%
> CNC(=O)c1cccn(Cc2cccc(C(F)(F)F)c2)c1=O
    -11	-1	6%	-43%	-10%	-5%	0.3%	16%	10%	0%	?
> Cc1ccccc1-c1nnc(-c2ccc(Br)cc2)o1
    5	1	3%	?	2%	0%	-1.1%	-13%	-5%	-4%	?
> Cc1cc(C)n2c(Br)c(CN3CC4CC(C3)c3cccc(=O)n3C4)nc2n1 (centres undefined)
    7	0	.	-23%	-4%	1%	-0.5%	11%	-1%	7%	1%
> O=C(Oc1ccc(N2C(=O)C3C4CCC(C4)C3C2=O)cc1)c1ccco1 (centres undefined)
    28	.	0%	?	1%	0%	0.3%	.	-11%	2%	-2%
> CCC(=NCCC(c1ccccc1)c1ccccc1)c1c(O)n(C)c(=O)n(C)c1=O
    -17	1	0%	0%	0%	-2%	-0.8%	-6%	-2%	-1%	-3%
> CC(=Nc1c(C)n(C)n(-c2ccccc2)c1=O)c1c(O)n(Cc2ccccc2)c(=O)[nH]c1=O
    6	-2	-4%	9%	-2%	1%	-0.3%	?	-5%	6%	.
> O=C(c1ccco1)c1cn(Cc2ccccc2Cl)c2ccccc12
    1	-1	0%	0%	-6%	-5%	-1.0%	14%	-9%	-8%	23%
> CCn1c(=O)n(CC)c2cc([N+](=O)[O-])c(N3CCNCC3)cc21
    25	-2	-2%	-14%	-2%	1%	0.0%	8%	1%	-4%	0%
> COCc1cc(OC(=O)N(C)C)nc(-c2ccccc2)n1
    -1	5	5%	?	-5%	-3%	0.3%	.	-8%	-3%	8%
> CN1C2CCC1CC(OC(=O)c1ccc(Cl)cc1)C2 (centres undefined)
    -17	3	0%	-39%	-3%	-5%	-0.3%	16%	3%	-1%	8%
> C=CCn1c(O)c(/C(C)=N/N2CCCCC2)c(=O)[nH]c1=O
    -16	4	.	-18%	-2%	-12%	-0.6%	.	9%	0%	9%
> Cc1c(OCC(F)(F)F)ccnc1CS(=O)c1nc2ccccc2[nH]1 (centres undefined)
    -12	-21&-2&2&2&4	1%&1%	.	-10%&0%	5%	-1.9%&0.5%	-1%	25%&27%	0%	?
> COCCCN1CCN(c2nnc3n2-c2sc(Br)cc2C(c2ccccc2Cl)=NC3)CC1
    6	9	5%	14%	-3%	0%	-0.4%	9%	-4%	-3%	4%
> COc1ccc(-c2nc3ccccc3c(=O)n2-c2cccnc2)cc1
    5	4	-2%	0%	1%	-6%	-0.7%	-3%	4%	4%	4%
> CCn1cc(CN2CCCC(C(=O)c3cccc(OC)c3)C2)c(C)n1 (centres undefined)
    7	0	0%	11%	-2%	-3%	0.3%	-7%	0%	-1%	0%
> COc1ccc2nc(NC(=O)C3CCN(S(=O)(=O)c4cccc5nsnc45)CC3)sc2c1
    0	-2	-6%	10%	0%	-6%	-0.7%	.	0%	-18%	?
> C[C@]12CCC(=O)C=C1CC[C@@H]1[C@@H]2C(=O)C[C@]2(C)C(=O)CC[C@@H]12
    9	-2	-1%	.	-1%	1%	-0.1%	-1%	-7%	2%	5%

# Not all compounds are listed; count on the stated rates, not on these rows.
